Dyrk1A ADPGlo: Dyrk1A (rat) kinase inhibition; hit rate 0.43% among 310,000; inhibition, % at 12.5 µM; ADP-Glo luminescence, NFATc1 peptide; in the data active means inhibition above about 50%;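 further: plate controls were vehicle with enzyme for no effect and no enzyme for full effect; many of its hits are not listed in these tables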
HDAC3 inh: human HDAC3 inhibition; O15379; recombinant HDAC3, fluorogenic peptide/trypsin coupled, fluorescence; inhibition, % at 8.3 µM; hit rate 0.15% among 320,000; AID 2718; in the data active means inhibition above about 26%, passing the limit was not always enough; inconclusive means no clear call, values can overlap the other calls
Target sequence (O15379 whole entry, looked up): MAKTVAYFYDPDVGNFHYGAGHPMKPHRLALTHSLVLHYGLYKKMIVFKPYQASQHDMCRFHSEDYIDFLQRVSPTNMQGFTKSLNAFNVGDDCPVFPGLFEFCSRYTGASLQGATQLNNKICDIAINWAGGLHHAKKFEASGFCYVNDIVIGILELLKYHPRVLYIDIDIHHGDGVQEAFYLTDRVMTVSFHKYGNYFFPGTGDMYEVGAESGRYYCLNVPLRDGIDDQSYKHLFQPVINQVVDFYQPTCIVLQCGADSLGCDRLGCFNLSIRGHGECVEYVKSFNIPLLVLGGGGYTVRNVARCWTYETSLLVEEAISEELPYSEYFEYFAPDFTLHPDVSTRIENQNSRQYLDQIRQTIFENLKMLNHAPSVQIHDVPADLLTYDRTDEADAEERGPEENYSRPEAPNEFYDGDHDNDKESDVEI
KCNK3 inh: human KCNK3 channel inhibition, primary screen. CHO-KCNK3 thallium flux, FluxOR fluorescence; active compounds read low. B-score at 10 µM. hit rate 0.84% among 340,000. AID 602410;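 active means B-score under library mean minus 4 SD, starting fluorescence ratio at most library mean plus 5 SD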;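 further: more negative B-score means stronger inhibition of thallium flux through KCNK3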
Target sequence (O14649 whole entry, looked up): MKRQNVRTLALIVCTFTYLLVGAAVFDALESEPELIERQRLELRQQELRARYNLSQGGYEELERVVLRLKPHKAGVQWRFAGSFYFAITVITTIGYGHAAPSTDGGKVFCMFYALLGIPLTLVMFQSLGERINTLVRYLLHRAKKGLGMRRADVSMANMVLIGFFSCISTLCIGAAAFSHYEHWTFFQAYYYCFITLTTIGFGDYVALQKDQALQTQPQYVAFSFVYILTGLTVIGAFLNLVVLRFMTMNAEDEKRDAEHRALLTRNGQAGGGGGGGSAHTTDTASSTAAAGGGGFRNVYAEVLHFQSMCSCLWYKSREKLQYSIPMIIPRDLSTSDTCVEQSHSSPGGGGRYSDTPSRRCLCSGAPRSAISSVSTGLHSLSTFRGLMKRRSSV
GSK3 alpha inh: inhibitors of human GSK-3 alpha kinase; ADP-Glo luminescence, 60 min; inhibition, % at 10 µM; hit rate 0.1% among 320,000; AID 2650;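 in the data active means inhibition above about 50%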;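 further: GST-tagged GSK-3 alpha with peptide substrate and 25 µM ATP; 0% = DMSO neutral wells and 100% = GW8510 positive control wells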
* marks the source's active call; other numbers are inactive results; i = inactive; ? = inconclusive; & = joins results of further samples. Not all compounds are listed; rates above refer to the full screens.

SMILES	Dyrk1A ADPGlo	HDAC3 inh	KCNK3 inh	GSK3 alpha inh
Cc1nn(C2CCS(=O)(=O)C2)c(C)c1CN(C)C(=O)c1ccc(S(=O)(=O)N(C)C)cc1 (configuration not stated)	2.3	-7.0	i	-3.2
CC(=O)N1CCN(S(=O)(=O)c2cccc(C(=O)NNC(=O)COc3c(C)cccc3C)c2)CC1	-6.1	-1.5	i	-2.5
Cc1cccc(NC(=O)COC(=O)[C@@H]2CCCN2C(=O)c2cccs2)c1	2.1	-2.9	i	0.2
COc1ccc(NC(=O)CN(C)CC(=O)N(CC(C)C)c2c(N)n(CC(C)C)c(=O)[nH]c2=O)cc1	4.9	-1.3	i	1.7
O=C(CNC(=O)c1ccc(OC(F)F)cc1)NCC1(N2CCOCC2)CCCCC1	11.4	-2.1	i	-4.4
CCCN(CC(=O)Nc1ccccc1OC)C(=O)c1cc(-c2ccccc2)nn1-c1ccccc1	-2.0	8.8	i	1.9
CN(C)S(=O)(=O)c1cccc(C(=O)Nc2ccc(C(=O)Nc3cccc(S(N)(=O)=O)c3)cc2)c1	4.0	5.6	i	-0.1
CCCC(=O)Nc1ccc(C(=O)COC(=O)c2cc(C)oc2C)cc1	0.2	-1.1	i	18.5
COc1ccc([C@H]2CC(=O)C=C(c3ccc(NC(C)=O)cc3)C2)cc1OC	3.8	1.3	i	-0.2
CCN(CC)c1ccc(NC(=O)COC(=O)CCC(=O)c2cccs2)cc1	-2.3	0.8	i	13.9
C[C@H](CO)N1C[C@H](C)[C@@H](CN(C)C(=O)Nc2ccc3c(c2)OCO3)Oc2c(NS(=O)(=O)c3ccc(F)cc3)cccc2C1=O	3.7	0.4	i	2.9
COc1ccc(OC)c(NC(=O)CN2C(=O)NC(C)(c3ccc4c(c3)OCCO4)C2=O)c1 (configuration not stated)	7.9	1.9	i	1.9
COc1cc(C[C@@H]2C(=O)OC[C@H]2Cc2ccc(OC)c(OC)c2)ccc1O	-12.1	4.3	i	-1.2
O=C(C[C@H]1C/C=C\C[C@H](NC(=O)OCC2c3ccccc3-c3ccccc32)C(=O)OC[C@H]2CCCN2C1=O)NCCO	-2.1	-0.1	i	-1.9
Cc1ccc(S(=O)(=O)N[C@H](C(=O)OCC(=O)NC(=O)NCc2ccco2)C(C)C)cc1	5.1	0.9	i	-2.8
Nc1cc(=O)[nH]c(SCC(=O)Nc2ccc(N3CCCCC3)cc2)n1	-2.5	-2.5	i	0.3
CCC(CC)CN1C(N(C)C)=NC[C@@H]1CC(C)C	3.5	4.9	i	-1.3
CSCCC(NC(=O)c1ccccc1Cl)C(=O)N1CC(C)OC(C)C1 (configuration not stated)	-0.6	-10.6	i	2.0
C#CCOCCOCCOCCNc1nc(N2CCN(C(=O)Cn3cc(CCCCN)nn3)CC2)nc(N2CCN(C(=O)[C@H]([C@@H](C)CC)n3cc(CCCN=C(N)N)nn3)CC2)n1	2.1	-0.3	i	4.8
C=CC[C@@H](Cc1ccc(F)cc1)C(=O)OC[C@@H]1CCCN1C(=O)[C@H](CC=C)CC(=O)N[C@H](CO)Cc1ccccc1	5.2	16.0	i	-4.3

Next section, starting with the last two of the part before.
SMILES	Dyrk1A ADPGlo	HDAC3 inh	KCNK3 inh	GSK3 alpha inh
C#CCOCCOCCOCCNc1nc(N2CCN(C(=O)Cn3cc(CCCCN)nn3)CC2)nc(N2CCN(C(=O)[C@H]([C@@H](C)CC)n3cc(CCCN=C(N)N)nn3)CC2)n1	2.1	-0.3	i	4.8
C=CC[C@@H](Cc1ccc(F)cc1)C(=O)OC[C@@H]1CCCN1C(=O)[C@H](CC=C)CC(=O)N[C@H](CO)Cc1ccccc1	5.2	16.0	i	-4.3
CCCSc1ccc([C@@H]2[C@H]3C(=O)N(C)C(=O)[C@H]3[C@]3(C(=O)OC)CCCN23)cc1OC	3.3	-8.5	i	-1.5
COc1ccc(NC(=O)Nc2cccc3c2O[C@H](CN(C)C(=O)Nc2ccc(OC)cc2)[C@@H](C)CN([C@H](C)CO)C3=O)cc1	5.0	7.6	i	0.7
CC(C)(C)OC(=O)N[C@@H](C(=O)OC(C)(C)C)c1ccc(Br)cc1	4.4	14.9	i	-1.9
O=S(=O)(NCc1ccccc1)[C@@H]1CC2C=CC1C2 (some centres not stated)	3.9	-2.8	i	-3.0
CCOC(=O)c1[nH]c2ccc(OC)cc2c1NC(=O)CN1CCSCC1	-7.2	-24.1	i	0.5
Cc1ccc(-n2cccc2/C=C2/C(=N)N3C(=NC2=O)SN=C3S(C)(=O)=O)cc1Cl	0.9	-3.4	i	0.0
Cc1ccc2c(c1)C(=O)N1[C@H]3c4cc(Cl)ccc4OC[C@@H]3[C@H](c3ccccc3)[C@]1(C)C(=O)N2	0.5	5.8	i	-1.7
OCC[C@H]1C[C@@H](O)[C@H](O)[C@]2(OCCc3ccccc32)O1	5.0	-1.3	i	2.3
CCOC(=O)N1CCN(C(=O)c2ccc(S(=O)(=O)Nc3ccccc3)cc2)CC1	5.7	-1.3	i	1.5
CC(=O)c1cccc(NC(=O)COc2cc(C)on2)c1	1.4	-2.4	i	-0.8
C[C@H](CO)N1C[C@H](C)[C@@H](CN(C)S(C)(=O)=O)Oc2ccc(NS(=O)(=O)c3ccccc3)cc2C1=O	2.3	8.3	i	0.5
O=C(NCc1ccccc1)c1cccc2c1C(=O)c1ccc(/C=C/c3ccccc3)cc1S2(=O)=O	8.3	4.8	i	0.1
COc1ccc([C@H]2CC(=O)C=C(c3cccc(F)c3OC)C2)cc1	2.9	2.6	i	-2.8
Cn1nc(C(=O)Nc2cc(Cl)ccc2N2CCCC2)c2ccccc2c1=O	3.7	0.6	i	-1.8
CCOC(=O)C1CCN(C(=O)COC(=O)/C=C/c2cccc(OC)c2OC)CC1	-3.8	-0.5	i	-1.1
Cc1nn(-c2ccccc2)c(C)c1C(=O)N1CCN(S(=O)(=O)c2ccccc2)CC1	-6.9	1.2	i	-1.1
CCc1ccc(CN(C)CC(=O)Nc2ccc(S(=O)(=O)N3CCOCC3)cc2)cc1	-0.9	8.0	i	-3.5
O=c1c2cc(F)ccc2sn1-c1ccccc1	16.2	-6.3	i	-3.0
CC1Cc2ccccc2N1CC(=O)N(C)c1c(N)n(Cc2ccccc2)c(=O)[nH]c1=O (configuration not stated)	-3.1	2.5	i	-1.6
CC(=NNS(=O)(=O)c1cccc([N+](=O)[O-])c1)c1ccc(-n2ccnc2)cc1	1.1	-5.4	i	-1.1
O=S(=O)(Nc1cc(Cl)ccc1-n1cncn1)c1ccc(F)cc1	1.0	-2.3	i	4.8
Cc1cccc(NC(=O)c2nc[nH]c2C(=O)N[C@H](C)c2ccccc2)c1	-12.7	-12.6	i	2.0
Cc1ccc(OCC(=O)N2CCC(C)CC2)c([N+](=O)[O-])n1	-3.3	3.9	i	-2.1
CCOC(=O)C1=C(O)/C(=C/c2cn(CC(=O)NCC3CCCO3)c3ccccc23)SC1=Nc1ccc(C)cc1 (configuration not stated)	-5.9	1.6	i	-0.4
COc1cccc(NC(=O)c2cc(-c3ccccn3)nc3ccccc23)c1	5.1	-0.1	i	1.7
CCn1c(C(=O)N2CCCC(C(=O)NCCc3ccc(C)cc3)C2)cc2sccc21 (configuration not stated)	1.8	-2.8	i	-2.6
COc1ccc(N2CCN(C(=O)CCNS(=O)(=O)c3ccc4c(c3)CCC(=O)N4)CC2)cc1	0.2	-2.3	i	-0.6
CC1CCN(c2ccc3c(c2)S(=O)(=O)c2cccc(C(=O)NCc4cccc(F)c4)c2C3=O)CC1	-3.0	5.2	i	-4.2
CC1CCN(CC(O)COC2CCC(C(C)(C)C)CC2)CC1 (configuration not stated)	-1.3	-1.5	i	6.5
CCn1c(SC(C)C(=O)Nc2ccc(N3CCOCC3)cc2)nnc1C1CC1 (configuration not stated)	-4.5	1.2	i	-0.1
CC(Sc1nnc(-c2cccs2)n1C1CC1)C(=O)NCC1CCCO1 (configuration not stated)	-2.4	-11.4	i	1.9
NC(=O)c1cc([N+](=O)[O-])ccc1NCc1ccc(N)cc1	-2.9	-1.0	i	0.7
O=C(CNC(=O)c1ccco1)NNC(=O)c1ccc(Br)cc1	-3.9	0.4	i	-2.0
O=S(=O)(c1ccc(F)c(F)c1F)N1CCN(c2ncnc3sccc23)CC1	-0.8	-1.6	i	2.0
CCOC(=O)[C@H]1[C@H]2COc3ccccc3[C@@H]2N2C(=O)c3cc(Cl)ccc3NC(=O)[C@@]12C	11.4	2.5	i	-2.5
Cc1c(Br)cnn1C(C)C(=O)N1CCN(c2ccccc2F)CC1 (configuration not stated)	-4.7	3.0	i	7.4
Nn1c(SCC(=O)N2CCCCCC2)nnc1-c1ccco1	-2.2	-3.0	i	2.5
Cn1ccc2cc(-c3csc(N4CCC(C(N)=O)CC4)n3)ccc21	-8.6	1.5	i	-2.1
CC(=O)C[C@H](O)CC(=O)[C@H]1OC(=O)CCCCCCCc2ccccc21	6.5	1.0	i	-0.5
Cc1ccc(NS(=O)(=O)c2ccc(C(=O)NCCN3CCOCC3)cc2)cc1	-3.4	-1.0	i	-2.0
Cc1ccc2c(c1)C(=O)N1[C@H]3c4cc(C)ccc4OC[C@@H]3[C@H](c3ccccc3)[C@]1(C)C(=O)N2	1.8	7.1	i	-1.7
O=C1NC(=O)C(c2ccccc2)(c2ccc(O)cc2)N1 (configuration not stated)	0.6	10.3	i	1.3
CC(OC(=O)CNC(=O)c1sc2ccccc2c1Cl)c1ccccc1 (configuration not stated)	-0.9	0.8	i	10.2
CCC(C)(C)C1CCc2[nH]nc(C(=O)NCCN3CCOCC3)c2C1 (configuration not stated)	33.6	-13.4	i	8.4
COc1cccc(-c2c(-c3cc(OC)cc(OC)c3)n(C)c3ccc(-c4ccc(OC)nc4)cc23)c1	-4.4	-4.9	i	-4.0
C=CC[C@@H](CC(=O)N[C@H](CO)Cc1ccccc1)C(=O)N[C@H](COC(=O)[C@@H](CC=C)Cc1ccc(F)cc1)C(C)(C)C	8.7	9.3	i	-2.2
CCN(CC)S(=O)(=O)c1ccc(=O)n(CC(=O)N2CCCc3cc(C)ccc32)c1	-1.5	7.7	i	-0.8
CCOC(=O)C1=C(C)NC(C)=C(C(=O)OCC)C1C(=O)OCC(=O)NCc1ccc(F)cc1	1.2	4.3	i	-0.7
COCCn1c(C)cc(C(=O)COC(=O)c2ccc(S(=O)(=O)N(C)C)cc2)c1C	-1.9	1.3	i	4.7
CC(C)CN(C(=O)CCNC(=O)c1ccc(Cl)cc1)c1c(N)n(CC(C)C)c(=O)[nH]c1=O	6.3	0.2	i	-3.1
Cc1cc(C)n2nc(SC(C)C(=O)N3CC(C)OC(C)C3)nc2n1 (configuration not stated)	-2.5	-1.9	i	2.6
Cc1ccc(NC(=O)CN2CC(C)SC2=NC2CCCCC2)cc1 (configuration not stated)	1.5&-10.1	-1.9	i	-2.1
CC1CCCCN1C(=O)COC(=O)c1ccc2c(c1)C(=O)N(Cc1ccco1)C2=O (configuration not stated)	-0.7	-5.0	i	-2.8
CN(Cc1ccc(Cl)cc1)C(=O)COC(=O)CSc1ccc([N+](=O)[O-])cc1	-5.4	9.5	i	-1.5
CCC(=O)N(c1nnc(SCC(=O)Nc2ccccc2Cl)s1)C1CC1	-0.5	12.6	i	-3.0
O=C(c1n[nH]c2ccccc12)N1CCN(S(=O)(=O)c2ccc(Cl)cc2)CC1	0.2	-0.1	i	-4.7
Cc1ccc(S(=O)(=O)NC[C@H]2O[C@@H](n3cnc4c(N)ncnc43)[C@H](O)[C@@H]2O)s1	2.9	-11.0	i	2.1
COc1ccc(C(=O)N2CCN(S(=O)(=O)c3ccc(Br)cc3)CC2)cc1	-0.1	2.0	i	1.5
CCN(C(=O)c1ccc2c(c1)OCO2)C12CC3CC(CC(C3)C1)C2	0.9	-6.5	i	-1.5
COc1cc(C(=O)NCC(c2cccs2)N2CCOCC2)cc(Br)c1OCc1ccccc1 (configuration not stated)	0.1	?	i	0.1
C=CCC[C@@H](Cc1ccc(F)cc1)C(=O)OC[C@H](Cc1c[nH]c2ccccc12)NC(=O)[C@@H](CC=C)CC(=O)N[C@H](CO)Cc1ccccc1	5.1	-0.1	i	-1.2

Full records as entered above. Order of screens: Dyrk1A ADPGlo, HDAC3 inh, KCNK3 inh, GSK3 alpha inh
Listed for CC(C)CN(C(=O)CCNC(=O)c1ccc(Cl)cc1)c1c(N)n(CC(C)C)c(=O)[nH]c1=O → 6.3, 0.2, i, -3.1
Listed for C=CC[C@@H](CC(=O)N[C@H](CO)Cc1ccccc1)C(=O)N[C@H](COC(=O)[C@@H](CC=C)Cc1ccc(F)cc1)C(C)(C)C → 8.7, 9.3, i, -2.2
Listed for CCN(CC)S(=O)(=O)c1ccc(=O)n(CC(=O)N2CCCc3cc(C)ccc32)c1 → -1.5, 7.7, i, -0.8
Listed for O=C(c1n[nH]c2ccccc12)N1CCN(S(=O)(=O)c2ccc(Cl)cc2)CC1 → 0.2, -0.1, i, -4.7
Listed for COCCn1c(C)cc(C(=O)COC(=O)c2ccc(S(=O)(=O)N(C)C)cc2)c1C → -1.9, 1.3, i, 4.7

Assay outcomes from PubChem.
